High-throughput results from PubChem.
FH mod – Identification of activators of human fumarate hydratase by quantitative high-throughput screening. Fumarate hydratase, mitochondrial (Homo sapiens), P07954. FH coupled MDH/diaphorase resazurin fluorescence, 15 min. Potency, µM (series often up to 79.9 µM), without a hit: top-dose activity change, negative = inhibition, most hits filed as inhibitors. hit rate 0.22% among 54,000. AID 1347055, 2019; also: the screen sought activators but most active calls are inhibition curves; nearly all actives have a fitted effect of over 45% in size
Target sequence (P07954 whole entry, looked up): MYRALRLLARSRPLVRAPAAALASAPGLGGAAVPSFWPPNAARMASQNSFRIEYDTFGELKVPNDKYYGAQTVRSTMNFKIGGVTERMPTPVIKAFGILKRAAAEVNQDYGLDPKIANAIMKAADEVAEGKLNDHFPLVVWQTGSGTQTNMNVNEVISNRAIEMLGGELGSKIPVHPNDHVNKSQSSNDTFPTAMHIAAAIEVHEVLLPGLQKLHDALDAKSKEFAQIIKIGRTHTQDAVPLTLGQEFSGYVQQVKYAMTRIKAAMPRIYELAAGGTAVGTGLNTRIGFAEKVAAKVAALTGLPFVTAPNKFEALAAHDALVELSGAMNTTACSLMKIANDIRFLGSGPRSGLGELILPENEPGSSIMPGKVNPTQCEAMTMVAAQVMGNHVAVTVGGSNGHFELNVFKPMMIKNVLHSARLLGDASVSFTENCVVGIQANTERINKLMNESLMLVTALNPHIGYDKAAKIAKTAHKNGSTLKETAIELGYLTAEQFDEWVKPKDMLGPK
NTMT1 inh – blocks human N-terminal methyltransferase 1 activity | NTMT1 MTase-Glo SAH luminescence, purified enzyme | AID 1645870 | Potency, µM (highest dose often 114 µM), for inactives: at the top dose activity change, negative = inhibition, actives largely listed as inhibitors | Q9BV86 | hit rate 2.5% among 59,000;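 also: plate controls were DMSO vehicle for no effect and no enzyme for full effect; nearly all actives have a fitted effect of over 65% in size; many of its hits are not listed in these tables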
Target sequence (Q9BV86 whole entry, looked up): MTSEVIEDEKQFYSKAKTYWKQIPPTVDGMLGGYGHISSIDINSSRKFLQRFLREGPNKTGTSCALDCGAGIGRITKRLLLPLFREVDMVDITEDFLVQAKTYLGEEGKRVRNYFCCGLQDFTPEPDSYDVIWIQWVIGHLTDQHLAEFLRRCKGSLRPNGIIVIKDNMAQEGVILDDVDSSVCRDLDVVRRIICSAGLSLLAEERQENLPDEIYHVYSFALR
Numbers without * were called inactive; ? = inconclusive; & = joins results of further samples; [ ] = remark or other dose. Calls follow the shape of the dose curve; as a rule, active = well fitted curve in the direction sought with a large enough effect; inconclusive = small, poorly fitted or top-dose-only effect, or another doubt; inactive = no such curve, though single readings can be large; an effect the other way counts as inactive or inconclusive. Unless noted, % is scaled to controls: 0 for no effect and ±100 for the full control effect; potency is read from the fitted curve at half-maximal effect. An excerpt (hit frequency here may not be typical).

SMILES	FH mod	NTMT1 inh
CC(=O)C1CCOC1=O (configuration not stated)	-3%[53.3 µM]	-18%[57.5 µM]
C[C@H]1CCC/C=C/C2C[C@H](O)C[C@H]2[C@H](O)/C=C/C(=O)O1 (some centres not stated)	0%	13%
CC(C)(C)NCC(O)c1cc(Cl)c(N)c(Cl)c1 (configuration not stated)	0%[53.3 µM]	-2%[57.5 µM]
Cc1sc2c(c1C)C(c1ccc(Cl)cc1)=NC(CC(=O)OC(C)(C)C)c1nnc(C)n1-2 (configuration not stated)	0%	8%[57.5 µM]
CC1=C2[C@H]3OC(=O)[C@@H](C)[C@@H]3CC[C@@]2(C)C=CC1=O	1%[53.3 µM]	8%[57.5 µM]
C[C@H](NC(=O)Cc1cc(F)cc(F)c1)C(=O)N[C@@H]1N=C(c2ccccc2)c2ccccc2N(C)C1=O	7%	4%[57.5 µM]
C[C@]12C=CC(=O)C=C1CC[C@@H]1[C@@H]2CC[C@@]2(C)[C@H]1CC[C@]2(C)O	1%[53.3 µM]	17%[57.5 µM]
CCC1(CC)C(=O)NC(=O)NC1=O	5%[53.3 µM]	18%[57.5 µM]
NCC(CC(=O)O)c1ccc(Cl)cc1 (configuration not stated)	-16%[53.3 µM]	14%[0.501 µM]
C[C@@H]1[C@@H](C(=O)C[C@H]2O[C@@H]3O[C@]4(C)CC[C@@H]5[C@H](C)CC[C@@H]([C@H]2C)[C@@]35OO4)O[C@@H]2O[C@]3(C)CC[C@H]4[C@H](C)CC[C@@H]1[C@@]24OO3	1%[53.3 µM]	15%[57.5 µM]
CC(=O)O[C@@H]1CC2C(C)(C)C(=O)C=C[C@]2(C)C2CC[C@]3(C)C(=CC(=O)O[C@H]3c3ccoc3)[C@@]21C (some centres not stated)	-1%	-12%
CCC(=O)OC1(c2ccccc2)CCN(C)CC1	4%	?
CC(=O)O[C@@H]1[C@@H](O)[C@H]2O[C@@H]3C=C(C)[C@@H](O)C[C@]3(CO)[C@]1(C)[C@]21CO1	-1%[53.3 µM]	-10%[29.8 µM]
C#CC(O)(C=CCl)CC (configuration not stated)	-9%[53.3 µM]	25%[57.5 µM]
CC(C)N(CCC(C(N)=O)(c1ccccc1)c1ccccn1)C(C)C (configuration not stated)	1%	?
N#CC(O[C@@H]1O[C@H](CO)[C@@H](O)[C@H](O)[C@H]1O)c1ccccc1 (some centres not stated)	-1%	7%[57.5 µM]
COc1ccc(Cc2nccc3cc(OC)c(OC)cc23)cc1OC	-1%&-1%&-3%[53.3 µM]	-5%
COc1ccccc1N1CCNCC1	-8%&1%[53.3 µM]	-13%[57.5 µM]
CC1=CC(=O)[C@@H](O)[C@@]2(C)C1C[C@H]1OC(=O)[C@H](O)[C@@]3(O)[C@@H](C)[C@@H](O)[C@H](O)C2[C@@]13C (some centres not stated)	-19%[53.3 µM]	5%[29.8 µM]
COCC(C(=O)OC1CC2CCC(C1)N2C)c1ccccc1 (configuration not stated)	11%	-3%[57.5 µM]
O=C(O)CCCCCCNC1c2ccccc2CCc2ccccc21	4%[53.3 µM]	25%[57.5 µM]
COc1cccc([C@@]2(O)CCCC[C@@H]2CN(C)C)c1	8%[53.3 µM]	5%[57.5 µM]
CC(=O)OC1CC(O)C(C)(C)C2CC(OC(C)=O)C3(C)C(CCC4(C)C(c5ccoc5)C(=O)C5OC543)C12C (configuration not stated)	0%[53.3 µM]	-1%[29.8 µM]
CCO[C@H]1O[C@@H]2OC3(C)CC[C@H]4[C@H](C)CC[C@@H]([C@H]1C)[C@@]24OO3	-10%[53.3 µM]	11%[57.5 µM]
COC1=CC(=O)O[C@@H](CCc2ccccc2)C1	4%	1%[57.5 µM]
CC(C)(O)C(=O)Nc1ccc([N+](=O)[O-])c(C(F)(F)F)c1	-13%[53.3 µM]	-40%[57.5 µM]
O=C1NC(=O)c2c1c1c3ccccc3n3c1c1c2c2ccccc2n1C1CCC3O1	-2%	12%
COC[C@@H]1OC(=O)c2coc3c2[C@]1(C)C1=C(C3=O)[C@H]2CC[C@H](O)[C@@]2(C)C[C@@H]1OC(C)=O	4%	9%
CN1C[C@H](CNC(=O)OCc2ccccc2)C[C@@H]2c3cccc4c3c(cn4C)C[C@H]21	-24%&-1%[53.3 µM]	-18%[57.5 µM]
CC(C)=CCC[C@]1(C)C=Cc2c(O)c3c(c(CC=C(C)C)c2O1)O[C@]12C(=C[C@@H]4CC1C(C)(C)O[C@@]2(C/C=C(/C)C(=O)O)C4=O)C3=O	?	?
CO[C@H]1CCC(O[C@H]2C[C@H]([C@]3(C)CC[C@]4(C[C@H](O)[C@@H](C)[C@@H]([C@@H](C)C=C(C)C(=O)[C@H](C)C[C@H](C)C(=O)O)O4)O3)O[C@]3(O[C@@H]([C@H]4O[C@@](O)(CO)[C@H](C)C[C@H]4C)C[C@H]3C)[C@H]2C)O[C@H]1C (some centres not stated)	-5%[53.3 µM]	-1%[57.5 µM]
CO[C@@H]1[C@H](O)[C@@H](O[C@@H]2C[C@H]3CC[C@@H]4C(CC[C@]5(C)[C@@H](C6=CC(=O)OC6)CC[C@]45O)[C@@]3(C)[C@H](O)C2)O[C@H](C)[C@@H]1O (some centres not stated)	5%[53.3 µM]	14%[29.8 µM]
COC1C=CC23c4cc5c(cc4COC2(O)CN(C)C3C1)OCO5 (configuration not stated)	1%[53.3 µM]	15%[29.8 µM]
O=c1[nH]c2ccccc2n1C1CCN(Cc2ccc(-c3[nH]c4cc5ncnc5cc4nc3-c3ccccc3)cc2)CC1	-2%	26%
[N-]=[N+]=CC(=O)OC[C@H](N)C(=O)O	9%[53.3 µM]	-17%[57.5 µM]
COc1ccc2c(c[n+](C)c3c4cc5c(cc4ccc23)OCO5)c1OC	?	5%
CCCCn1cc(C(=O)c2cccc3ccccc23)c2ccccc21	-1%	9%[57.5 µM]
CC(C)(C)[C@]1(O)C[C@@H]2OC(=O)C[C@@]23C(=O)O[C@@H]2OC(=O)[C@@H](O)[C@]213	13%[53.3 µM]	-2%[29.8 µM]
Nc1ccccc1	-11%[53.3 µM]	20µM*
CCOC(=O)NC(O)C(Cl)(Cl)Cl (configuration not stated)	-12%[53.3 µM]	9%[57.5 µM]
CCOC(=O)c1ncn2c1CN(C)C(=O)c1c(I)cccc1-2	-7%[53.3 µM]	5%[57.5 µM]
CNC(C)Cc1ccccc1OC (configuration not stated)	-1%[53.3 µM]	14%[57.5 µM]
CC(C(=O)c1ccccc1)N(C)C (configuration not stated)	-2%[53.3 µM]	32%[activator][57.5 µM]
Oc1cccc2cccnc12	-3%[53.3 µM]	?
COC(=O)C1(C)CCC(=O)C2(C)c3c(O)cc(C(C)C)cc3C(O)C(OC(C)=O)C12 (configuration not stated)	0%[53.3 µM]	3%[29.8 µM]
CCC(C)(C)c1ccc(O)cc1	-12%[53.3 µM]	-22%[57.5 µM]
CCN(CC)CCOC(=O)C(C)(c1ccccc1)c1ccccc1	5%[53.3 µM]	18%[57.5 µM]
O=C(N1CCOCC1)N1CCN(c2ccc(Cl)cc2)CC1	2%	-6%[57.5 µM]
Cc1ccc(S(=O)(=O)N[C@@H](CCCCN)C(=O)CCl)cc1	-9%&-5%[53.3 µM]	-6%[57.5 µM]
COC1CC(=O)C23C(=O)NC(CC(C)C)C2C(C)=C(C)C(OO)C3/C=C(\C)CCC(O)C1O (configuration not stated)	-1%[53.3 µM]	9%[29.8 µM]
CCO/N=C(\CC)C1=C(O)CC(c2c(C)cc(C)cc2C)CC1=O (configuration not stated)	0%	?
Clc1ccc(N2C[C@H]3CC[C@@H](C2)N3)nn1	4%	-15%[57.5 µM]
Cc1[nH]c2ccc(Cl)cc2c1CCN(C)C	1%	-12%[57.5 µM]
O=C(OC[C@H]1O[C@@H](Oc2ccc(O)cc2CO)[C@H](O)[C@@H](O)[C@@H]1O)c1ccccc1	0%[53.3 µM]	4%[29.8 µM]
CCCN1CCC[C@@H]2Cc3nc(N)ncc3C[C@H]21	-21%&0%[53.3 µM]	?
C[C@@H](N)[C@@H](O)c1ccccc1	-2%[53.3 µM]	45%[57.5 µM]
CC[C@H]1C2CC3[C@@H]4N(C)c5ccccc5[C@]45C[C@@H]([C@H]2[C@H]5O)N3[C@@H]1O	-4%[53.3 µM]	14%[29.8 µM]
Cc1ncc(CNC(=O)N(CCCl)N=O)c(N)n1	-12%&-3%[53.3 µM]	?
CC(Cc1ccc(O)cc1)NCC(O)c1cc(O)cc(O)c1 (configuration not stated)	-20%&-8%[53.3 µM]	8%[57.5 µM]
Cc1ncsc1CCCl	-11%&-3%[53.3 µM]	-2%[57.5 µM]

Next part
SMILES	FH mod	NTMT1 inh
CCN1C[C@]2(OC(=O)c3ccccc3NC(C)=O)CC[C@H](OC)[C@@]34[C@H]5CC6[C@@H](OC)C[C@](O)(C(C[C@@H]23)[C@@H]14)[C@@]5(O)[C@@H]6OC	0%[53.3 µM]	?
CN1CCc2cc(Cl)c(O)cc2[C@H]2c3ccccc3CC[C@@H]21	0%[53.3 µM]	?
CC[C@@H](C)[C@@H]1NC(=O)[C@@H]2CCCN2C(=O)[C@@H](CC(O)CCl)OC(=O)CCNC(=O)[C@H](C)N(C)C(=O)[C@H](C(C)C)N(C)C1=O (some centres not stated)	-1%[20.6 µM]	12%[12.6 µM]
CCN(CC)C(=O)[C@@H]1C=C2c3cccc4[nH]cc(c34)C[C@H]2N(C)C1	-10%[162 µM]	56µM*
CC1=C2C(=O)C3[C@@H](CC=C4C[C@@H](O)CC[C@@]43C)[C@@H]2CC[C@]12O[C@@H]1C[C@H](C)CN[C@H]1[C@H]2C (some centres not stated)	-1%[53.3 µM]	13%[29.8 µM]
C=CC(=O)NCNC(=O)C=C	-1%	35%[activator]
CN[C@H]1[C@H](O)[C@H](O[C@@H]2[C@@H](O)[C@H](O[C@H]3O[C@H]([C@H](C)O)[C@@H](O)[C@H](O)[C@H]3N)[C@@H](N)C[C@H]2N)OC[C@@]1(C)O	6%	7%[57.5 µM]
COc1cc([C@@H]2c3cc4c(cc3[C@@H](O)C3COC(=O)C32)OCO4)cc(OC)c1O (some centres not stated)	5%[53.3 µM]	15%
Cc1c(N[C@@H](c2nnc(-c3ccc(C#N)cc3)o2)[C@H](C)O)ccc(C#N)c1Cl	-1%	14%[57.5 µM]
CN1CCc2cc3c(cc2C1C1OC(=O)c2c1ccc1c2OCO1)OCO3 (configuration not stated)	9%[53.3 µM]	-5%[29.8 µM]
NCCCCCNC1(c2ccccc2)CCCCC1	5%	-4%[57.5 µM]
CN1[C@@H]2CC[C@H]1CC(OC(=O)C1C=Nc3ccccc31)C2 (some centres not stated)	-9%	2%[57.5 µM]
C[N+]1(CCF)[C@@H]2CC[C@H]1CC(OC(=O)C(O)(c1ccccc1)c1ccccc1)C2 (some centres not stated)	0%[53.3 µM]	2%[57.5 µM]
O=[N+]([O-])/N=C1\NCCN1Cc1ccc(Cl)nc1	-1%[53.3 µM]	24%[57.5 µM]
NC1=NC(=O)C(c2ccccc2)O1 (configuration not stated)	5%[53.3 µM]	7%[57.5 µM]
CCOc1ccc(Oc2ccc(OCc3cc(F)ccc3F)cc2)c(N)c1	-24%	0%[57.5 µM]
O=C(O)CCCOc1ccc(Cl)cc1Cl	-3%	?
CNC(=O)N1N=C(c2ccc(N)cc2)c2cc3c(cc2CC1C)OCO3 (configuration not stated)	-5%	8%&15%[57.5 µM]
CC(C)(C)CC(C)(C)c1ccc(O)cc1	?	?
CN1[C@H]2CC(O)C[C@H]1[C@H]1O[C@H]12 (some centres not stated)	-10%[53.3 µM]	-22%[57.5 µM]
NC1CC1c1ccccc1 (configuration not stated)	-7%&5%[53.3 µM]	5%[57.5 µM]
C[C@@](O)(COc1ccc(C#N)cc1)C(=O)Nc1ccc(C#N)c(C(F)(F)F)c1	-4%	-7%[57.5 µM]
CN1C[C@@H](NS(=O)(=O)N(C)C)C[C@@H]2c3cccc4c3c(cn4C)C[C@H]21	-2%[53.3 µM]	-1%[57.5 µM]

By substructure: the entries above containing a carbonyl joined to an NH by a bond outside any ring
SMILES	FH mod	NTMT1 inh
C[C@H](NC(=O)Cc1cc(F)cc(F)c1)C(=O)N[C@@H]1N=C(c2ccccc2)c2ccccc2N(C)C1=O	7%	4%[57.5 µM]
CC(C)N(CCC(C(N)=O)(c1ccccc1)c1ccccn1)C(C)C (configuration not stated)	1%	?
CC(C)(O)C(=O)Nc1ccc([N+](=O)[O-])c(C(F)(F)F)c1	-13%[53.3 µM]	-40%[57.5 µM]
CN1C[C@H](CNC(=O)OCc2ccccc2)C[C@@H]2c3cccc4c3c(cn4C)C[C@H]21	-24%&-1%[53.3 µM]	-18%[57.5 µM]
CCOC(=O)NC(O)C(Cl)(Cl)Cl (configuration not stated)	-12%[53.3 µM]	9%[57.5 µM]
Cc1ncc(CNC(=O)N(CCCl)N=O)c(N)n1	-12%&-3%[53.3 µM]	?
CCN1C[C@]2(OC(=O)c3ccccc3NC(C)=O)CC[C@H](OC)[C@@]34[C@H]5CC6[C@@H](OC)C[C@](O)(C(C[C@@H]23)[C@@H]14)[C@@]5(O)[C@@H]6OC	0%[53.3 µM]	?
C=CC(=O)NCNC(=O)C=C	-1%	35%[activator]
CNC(=O)N1N=C(c2ccc(N)cc2)c2cc3c(cc2CC1C)OCO3 (configuration not stated)	-5%	8%&15%[57.5 µM]
C[C@@](O)(COc1ccc(C#N)cc1)C(=O)Nc1ccc(C#N)c(C(F)(F)F)c1	-4%	-7%[57.5 µM]

Part of the list above, with two lines to a compound:
Every second line gives: FH mod	NTMT1 inh
> C[C@@](O)(COc1ccc(C#N)cc1)C(=O)Nc1ccc(C#N)c(C(F)(F)F)c1
→ -4%	-7%[57.5 µM]
> CN1C[C@@H](NS(=O)(=O)N(C)C)C[C@@H]2c3cccc4c3c(cn4C)C[C@H]21
→ -2%[53.3 µM]	-1%[57.5 µM]
